# KCNK9 block: KCNK9 potassium channel inhibitors, primary screen, HEK293 cells, thallium flux | Potassium channel subfamily K member 9 (Homo sapiens), Q9NPC2 | AID 488922, 2010 | FluxOR thallium flux fluorescence; active compounds read low | hit rate 1.2% among 310,000 | B-score at 10 µM;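 active means ratio B-score over 3 SD below the library mean, with starting fluorescence within 5 SD of its mean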;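 further: negative B-score means less thallium flux so channel inhibition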
# KCNQ1 act: potentiators or activators of KCNQ1 channel, primary screen, cell-based, thallium flux, high-throughput. Potassium voltage-gated channel subfamily KQT member 1 (Homo sapiens), P51787. CHO-K1 KCNQ1, thallium flux FluxOR fluorescence; active compounds read high. B-score at 10 µM. hit rate 0.35% among 310,000;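 active means fluorescence ratio B-score, a plate-corrected score, at least three library SD, with initial intensity B-score within 5 SD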
# Target sequence (P51787 whole entry, looked up): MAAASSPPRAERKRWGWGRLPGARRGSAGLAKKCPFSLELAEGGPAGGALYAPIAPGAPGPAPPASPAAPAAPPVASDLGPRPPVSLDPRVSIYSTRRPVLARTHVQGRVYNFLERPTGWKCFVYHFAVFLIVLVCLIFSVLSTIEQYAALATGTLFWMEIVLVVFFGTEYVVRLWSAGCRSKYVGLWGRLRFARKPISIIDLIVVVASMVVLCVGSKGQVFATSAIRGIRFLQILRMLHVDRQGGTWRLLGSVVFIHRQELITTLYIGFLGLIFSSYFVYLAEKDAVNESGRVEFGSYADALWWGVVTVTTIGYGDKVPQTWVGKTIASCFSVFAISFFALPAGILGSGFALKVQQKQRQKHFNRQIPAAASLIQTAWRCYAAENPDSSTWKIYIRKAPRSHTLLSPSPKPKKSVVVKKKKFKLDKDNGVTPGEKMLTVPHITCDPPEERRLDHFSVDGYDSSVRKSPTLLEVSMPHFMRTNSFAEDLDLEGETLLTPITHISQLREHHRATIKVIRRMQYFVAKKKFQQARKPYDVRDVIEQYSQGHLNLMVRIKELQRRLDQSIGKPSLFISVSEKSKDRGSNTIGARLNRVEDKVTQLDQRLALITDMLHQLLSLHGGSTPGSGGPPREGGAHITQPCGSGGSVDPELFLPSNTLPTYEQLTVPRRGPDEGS
#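 Schedule – 37 °C overnight plating, 90-min dark dye load, 20-min compound pretreatment · System – stable KCNQ1 CHO-K1 line · Probe or stimulus – thallium- and potassium-containing depolarizing buffer · Measured by – kinetic FluxOR fluorescence, 10 s baseline plus 110 s post-stimulus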
# ANO1 activ: TMEM16A chloride channel activators or potentiators, primary screen, cell-based, HTS | Anoctamin-1 (Mus musculus), Q8BHY3 | HEK293 TMEM16A/YFP-H148Q/I152L, iodide quench fluorescence; active compounds read low | B-score at 10 µM | hit rate 0.3% among 340,000;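 active means fluorescence-ratio B-score plate-corrected deviation score at least 3 library SD below zero, with starting fluorescence score within 5 deviations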;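 further: channel opened by trigger with iodide after compound preincubation; score built on the fluorescence ratio of max minus min over baseline; more negative score means more quench and so TMEM16A activation or potentiation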
# hERG protect: hERG rescue from dofetilide block, primary screen, cell-based, CHO-hERG, FluxOR thallium flux, dofetilide IC70. Voltage-gated inwardly rectifying potassium channel KCNH2 (Homo sapiens), Q12809. dofetilide IC70 present. activation (rescue from dofetilide block), less the hit threshold, % at 10 µM. hit rate 0.51% among 310,000;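 active means activation above the mean of controls blocked by dofetilide plus 5 SD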;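 further: thallium influx through hERG after potassium depolarization seen as dye fluorescence rise; in these data hits start at about 4.7%; inactives centre near -7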
# RGS4 inh: RGS4 inhibitors, primary screen, cell-based, HEK293 M3R inducible RGS4, calcium flux; B-score at 10 µM; Fluo-4 calcium flux; active compounds read high; triggered by carbachol at its EC20; hit rate 0.45% among 310,000;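 active means B-score, a plate-corrected calcium signal, over three deviations above library mean, with baseline fluorescence within five deviations of library mean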;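 further: RGS4 expression induced by doxycycline in cells with stable M3 receptor; B-score is computed from the integrated fluorescence ratio over baseline after carbachol; higher B-score means a larger calcium signal and so more RGS4 inhibition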
# RGS4 act: RGS4 potentiators or activators, primary screen, cell-based, HEK293 M3R inducible RGS4, calcium flux; carbachol calcium flux Fluo4; active compounds read low; B-score at 10 µM; hit rate 0.92% among 310,000; AID 463111, 2010;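 active means B-score of the integrated calcium signal more than 4 SD below the library mean, with starting fluorescence not abnormally high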;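 further: negative B-score means reduced calcium response which marks RGS4 activation or potentiation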
#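 Material: Inducible-RGS4 HEK293 cells carrying M3 receptor; also added: carbachol at ECmax as muscarinic agonist stimulus; incubation: compound preincubation 20 min at room temperature before agonist; signal: Fluo4-AM (2 µM) calcium-flux fluorescence, kinetic read; measure: integrated calcium ratio converted to B score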
# TMEM16A inh: TMEM16A chloride channel inhibitors, primary screen, cell-based, HTS | HEK293 TMEM16A/YFP iodide influx fluorescence, ionomycin | normalized B-score (activity score, 25-100; higher = stronger inhibition) at 10 µM | hit rate 1.2% among 310,000 | AID 588511, 2011;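 active means ratio plate-corrected score three or more library SD toward inhibition, starting fluorescence score within five deviations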;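 further: score derived from kinetic fluorescence span divided by baseline fluorescence per well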
# KCNQ1 inh: inhibitors of human KCNQ1 channel, primary screen, cell-based, thallium flux, high-throughput | Potassium voltage-gated channel subfamily KQT member 1 (Homo sapiens), P51787 | CHO-K1 KCNQ1, FluxOR thallium flux fluorescence; active compounds read high | B-score at 10 µM | hit rate 1.3% among 310,000;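 active means compounds whose thallium flux B-score, printed positive for inhibition, exceeds three library SD while starting fluorescence stays within three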;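 further: channel opened by potassium depolarization with thallium stimulus after 20 min compound exposure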
# MrgX1 ag: agonists of human MrgX1 receptor, primary screen, HEK293 cells, Fluo-4 calcium flux; Mas-related G-protein coupled receptor member X1 (Homo sapiens), Q96LB2; Fluo-4 calcium fluorescence, agonist mode; active compounds read high; B-score at 10 µM; hit rate 0.44% among 310,000;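 active means calcium response B-score plate-corrected fluorescence ratio at least 3 library SD, with starting fluorescence B-score inside 5 SD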
#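 System: HEK293 cells stably expressing human MrgX1 receptor; Dosing: test compound in the initial addition of three; Schedule: overnight plating, then 30 min 37 °C plus 30 min room-temperature dye loading; Detection: kinetic calcium dye fluorescence, Fluo-4 NW; Controls: per-plate positive and negative controls for Z′ factor.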
# MrgX1 PAM: positive allosteric modulators of MrgX1, primary screen, HEK293 cells, Fluo-4 calcium flux | Mas-related G-protein coupled receptor member X1 (Homo sapiens), Q96LB2 | FDSS; active compounds read high | B-score at 10 µM | hit rate 0.63% among 310,000;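 active means plate-corrected calcium response at least 3 library SD above typical, normal starting fluorescence, not activating the receptor alone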;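 further: compound read alongside a low EC10 to EC30 dose of BAM8-22 agonist; peak minus trough fluorescence over baseline measured at the second addition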
# KCNK3 block: human KCNK3 channel inhibitors, primary screen, CHO cells, FluxOR thallium flux, B-score; hit rate 0.84% among 340,000; FluxOR fluorescence; active compounds read low; Potassium channel subfamily K member 3 (Homo sapiens), O14649; B-score at 10 µM;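 active means B-score under library mean minus 4 SD, starting fluorescence ratio at most library mean plus 5 SD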;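 further: more negative B-score means stronger inhibition of thallium flux through KCNK3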
# Target sequence (O14649 whole entry, looked up): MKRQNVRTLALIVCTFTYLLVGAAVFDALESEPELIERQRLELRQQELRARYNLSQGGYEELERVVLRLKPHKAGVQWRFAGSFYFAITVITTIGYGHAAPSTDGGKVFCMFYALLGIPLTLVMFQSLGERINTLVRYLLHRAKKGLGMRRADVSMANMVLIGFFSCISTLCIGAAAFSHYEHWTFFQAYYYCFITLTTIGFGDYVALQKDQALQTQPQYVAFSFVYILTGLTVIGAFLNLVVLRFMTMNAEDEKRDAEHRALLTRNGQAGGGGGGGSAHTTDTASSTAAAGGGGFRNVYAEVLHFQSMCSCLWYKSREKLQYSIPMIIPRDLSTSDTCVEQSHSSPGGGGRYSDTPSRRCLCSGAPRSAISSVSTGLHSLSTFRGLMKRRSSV
# * hit, by the source's call; i = inactive; x = no result given.
compound | KCNK9 block | KCNQ1 act | ANO1 activ | hERG protect | RGS4 inh | RGS4 act | TMEM16A inh | KCNQ1 inh | MrgX1 ag | MrgX1 PAM | KCNK3 block
COc1ccc(C2CC(c3cccs3)=NN2C(=O)CSc2nnnn2C)cc1OC (configuration not stated) | i | i | i | -15 | i | i | i | i | i | i | i
CCOC(=O)CN1C(=O)C(O)(CC(=O)c2ccccn2)c2ccccc21 (configuration not stated) | i | i | i | -11 | i | i | i | i | i | i | i
COc1cc(Nc2ccc(C)cc2)c([N+](=O)[O-])nc1[N+](=O)[O-] | i | i | i | 2 | i | i | i | i | i | i | i
CC(Oc1cc2oc(=O)c3c(c2cc1Cl)CCC3)C(=O)NCCCn1ccnc1 (configuration not stated) | i | i | i | -10 | i | i | i | i | i | i | i
CC1(C)CC(=O)C(N=Nc2ccc(C(F)(F)F)cc2[N+](=O)[O-])=C(O)C1 | i | i | i | -4 | i | i | i | i | i | i | i
O=C(O)[C@@H]1CC(O)CN1C(=O)CCc1c[nH]c2ccccc12 (some centres not stated) | i | i | i | -8 | i | i | i | i | i | i | i
O=C(CCS(=O)(=O)c1ccccc1)Nc1nc(-c2ccc(F)cc2)cs1 | i | i | i | -7 | i | i | i | i | i | i | i
Cc1cnn(-c2nc(-c3cccs3)cc(C(F)(F)F)n2)c1 | i | i | i | -13 | i | i | i | i | i | i | i
COc1ccc2cc(/C=N/NC(=O)CN(c3ccccc3C)S(=O)(=O)c3ccccc3)c(Cl)nc2c1 | i | i | i | -9 | i | i | i | i | i | i | i
COc1cccc(OCc2cc(C(=O)N(C)Cc3nccn3C)no2)c1 | i | i | i | -4 | i | i | i | i | i | i | i
O=C(c1ccco1)N1CCN(C(=O)C2CCN(S(=O)(=O)c3cnc[nH]3)CC2)CC1 | i | i | i | -8 | i | i | i | i | i | i | i
c1ccc(C2CCC3(CC2)Oc2ccccc2C2CC(c4cccnc4)=NN23)cc1 (configuration not stated) | -9.3* | i | x | -9 | i | i | i | i | i | i | x
Cn1cc(C(=O)C(=O)NCCc2ccccc2)c2ccccc21 | i | i | i | -3 | i | i | i | i | i | i | i
O=C(CNC(=O)c1ccccc1)NCC(O)c1ccc([N+](=O)[O-])cc1 (configuration not stated) | i | i | i | -4 | i | i | i | i | i | i | i
C=CCn1cc(/C=N/NC(=O)COc2cccc3cccnc23)c2ccccc21 | i | i | i | -7 | i | i | i | i | i | i | i
O=C(CCOc1ccccc1)N1CCN(S(=O)(=O)c2cccs2)CC1 | i | i | i | -9 | i | i | i | i | i | i | i
CCOC(=O)N1CCN(C(=O)CSc2ccc3nnc(CCNC(=O)c4ccc(OC)cc4)n3n2)CC1 | i | i | i | -7 | i | i | i | i | i | i | i
Cc1ccc(NC(=O)c2nc(C)n(-c3ccc([N+](=O)[O-])cc3)n2)cc1 | i | i | i | -13 | i | i | i | i | i | i | i
Cc1ccc(-n2c(-c3cccc(C)c3)n[nH]c2=S)cc1 | i | i | i | -4 | i | i | i | i | i | i | i
COc1ccc(-n2c(Cc3cccn3C)nnc2SCC(=O)NCc2ccccc2Cl)cc1 | i | i | i | -8 | i | i | i | i | i | i | i
N#Cc1ccc(S(=O)(=O)N2CCCN(c3nc4ccc(Cl)cc4s3)CC2)cc1 | i | i | i | -17 | i | i | i | i | i | i | i
O=C(Cn1cc(C(=O)C2CC2)c2ccccc21)NCC1CCCO1 (configuration not stated) | i | i | i | -14 | i | i | i | i | i | i | i
O=C(NCc1ccc(Cl)cc1)NCc1ccc(Cl)cc1 | i | i | i | -6 | i | i | i | i | i | i | i
N/C(=N\OC(=O)Nc1ccc(Cl)c(Cl)c1)c1ncc(C(F)(F)F)cc1Cl | i | i | i | -3 | i | i | i | i | i | i | i
O=C(O)/C=C/C(=O)Nc1ccc(OC(F)(F)Cl)cc1 | i | i | i | -7 | i | i | i | i | i | i | i
COc1ccc(NC(=O)Nc2cc(C)ccc2F)cc1 | i | i | i | 5.1* | i | i | i | i | i | i | i
O=C(NC(=S)Nc1ccc(S(=O)(=O)Nc2nccs2)cc1)c1cccnc1 | i | i | i | -5 | i | i | i | i | i | i | i
COCCCN1C(=O)c2[nH]nc(-c3cc(C)cc(C)c3O)c2C1c1ccc(O)c(OC)c1 (configuration not stated) | i | i | i | -21 | i | i | i | i | i | i | i
NC(=O)c1ccc(NC(=O)COc2cccc3ccccc23)cc1 | i | i | i | -6 | i | i | i | i | i | i | i
COc1ccc(CCNC(=O)CSc2ccc(-c3ccco3)nn2)cc1 | i | i | i | -11 | i | i | i | i | i | i | i

# (continued)
compound | KCNK9 block | KCNQ1 act | ANO1 activ | hERG protect | RGS4 inh | RGS4 act | TMEM16A inh | KCNQ1 inh | MrgX1 ag | MrgX1 PAM | KCNK3 block
COCCn1c(SCC(=O)c2c(-c3ccccc3)n(C)c3ccccc23)nnc1-c1ccncc1 | i | i | i | -19 | i | i | i | i | i | i | i
CCc1ccc(OCCOCC(O)CNC2CCCC2)cc1 (configuration not stated) | i | i | i | -8 | i | i | i | i | i | i | i
CCN(CC)C(=O)CS(=O)CC(=O)Nc1cc(OCCOC)c(Cl)cc1Cl (configuration not stated) | i | i | i | -4 | i | i | i | i | i | i | i
Cc1ccc(Cl)cc1N1CCN(C(=O)CCC(=O)O)CC1 | i | i | i | -4 | i | i | i | i | i | i | i
CCOC(CNC(=O)CCc1c(C)nc2nc(C)nn2c1C)OCC | i | i | i | -10 | i | i | i | i | i | i | i
CCn1nc(C(=O)Nc2ccc(S(=O)(=O)Nc3ncccn3)cc2)c2ccccc2c1=O | i | i | i | -9 | i | i | i | i | i | i | i
Cc1cccn2c(=O)c(C=C(C#N)C#N)c(N3CCN(c4ccccc4)CC3)nc12 | i | i | i | -6 | i | i | i | i | i | i | i
CCOc1ccccc1C(=O)NCCCN1CCN(CCCNC(=O)c2ccccc2OCC)CC1 | i | i | i | -15 | i | i | i | i | i | i | i
CCN1CCc2c(OCC(=O)N3CCC(C)CC3)cccc2C1=O | i | i | i | -15 | i | i | i | i | i | i | i
O=C(CCN1CCCC1=O)NC1CCCc2c1cnn2-c1ccc(F)cc1F (configuration not stated) | i | i | i | -11 | i | i | i | i | i | i | i
Cc1cc(C)nc(/N=C(\N)N2CCc3ccccc32)n1 | i | i | i | -2 | i | i | i | i | i | i | i
COc1ccc(-c2cc(-c3cccs3)nc3sc(C#N)c(N)c23)cc1 | i | i | i | -12 | i | i | i | i | i | i | i
C=CCOc1ccc(Oc2cc(C)nc(SC)n2)nn1 | i | i | i | -9 | i | i | i | i | i | i | i
O=C(CNc1cccc(S(=O)(=O)N2CCCC2)c1)Nc1ccc(C(F)(F)F)cc1 | i | i | i | -12 | i | i | i | i | i | i | i
Cc1oc(-c2ccc(Cl)cc2)nc1CS(=O)CC(=O)NCc1ccccc1 (configuration not stated) | i | i | i | -11 | i | i | i | i | i | i | i
Cc1nnc(-c2cnn(-c3ccccc3)c2N)n1Cc1cccc(C(F)(F)F)c1 | i | i | i | -10 | i | i | i | i | i | i | i
CCc1ccc(C2N3CC4([N+](=O)[O-])CN2CC([N+](=O)[O-])(C3)C4(C)C)cc1 (configuration not stated) | i | i | i | -4 | i | i | i | i | i | i | i
COCCNC(=S)N1CCOCC1 | i | i | i | -7 | i | i | i | i | i | i | i
Cc1cc(/C=C2\C(=N)N3N=C(C(C)C)SC3=NC2=O)c(C)n1-c1ccccc1 | i | i | i | -10 | i | i | i | i | i | i | i
Cn1cc(/C=C2/SC(=O)N(c3ccccc3)C2=O)c2ccccc21 | i | i | i | -7 | i | i | i | i | i | i | i
Cc1cccc(NC(=O)C2SC(=Nc3c(C)cccc3C)C(C(=O)N3CCOCC3)=C2N)c1 (configuration not stated) | i | i | i | -10 | i | i | i | i | i | i | i
Cc1cc(C(=O)O)c(CSCc2cc(C(=O)O)oc2C)o1 | i | i | i | -6 | i | i | i | i | i | i | i
Cc1ccc2nc(SC(C)C(=O)NCc3ccc4c(c3)OCO4)[nH]c2c1 (configuration not stated) | i | i | i | 19* | i | i | i | i | i | i | i
COc1ccc(-c2cc(C(=O)N/N=C/c3cccnc3)c3ccccc3n2)c(OC)c1 | i | i | i | -1 | i | i | i | i | i | i | i
COc1ccc(CCN(C)CC(=O)Nc2ccc(F)c(Cl)c2)cc1OC | i | i | i | -9 | i | i | i | i | i | i | i
COc1cc2c(cc1OC)CN(C(=O)CCOc1ccccc1C)CC2 | i | i | i | 0 | i | i | i | i | i | i | i
CC(C)Cn1nc(NS(=O)(=O)c2ccccc2)c2cc3ccccc3nc21 | i | i | i | -12 | i | i | i | i | i | i | i
CC(=O)Oc1cccc(C(=O)Nc2ccccc2C(=O)N2CCCC2)c1 | i | i | i | -6 | i | i | i | i | i | i | i
O=C(Nc1cccc2c1[nH]c1ccccc12)C(F)(F)F | i | i | i | -3 | i | i | 25* | 6* | i | i | i
COCCc1ncc(CN2CCCCC2C(=O)Nc2ccc(Oc3ccccc3)nc2)cn1 (configuration not stated) | i | i | i | -6 | i | i | i | i | i | i | i
O=C(NCCc1ccccc1)C1CCC(CNS(=O)(=O)c2cccc3cccnc23)CC1 (configuration not stated) | i | i | i | -6 | i | i | i | i | i | i | i
Cc1ccc(SCC(=O)NC(=O)NC(C)C)c(C)c1 | i | i | i | -9 | i | i | i | i | i | i | i
CCCNS(=O)(=O)c1ccc(OCC(=O)NCCCOC)cc1 | i | i | i | 0 | i | i | i | i | i | i | i

# Source: PubChem BioAssay (Johns Hopkins Ion Channel Center)

# No enrichment for hits; any-hit rate near 6.3%.
